Bioassay records from PubChem BioAssay.
miR-122 sensor – inhibitors of miR-122 in Huh7 cells; Huh7 miR-122 Renilla luciferase sensor, 48 h; neutral wells = 0, positive control = 100; activation (reporter increase), % at 12.5 µM; 340,000 tested, 0.3% active; AID 602342;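 active = mean replicate activation score at least 90 and every replicate individually at or above 90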;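 also: higher luciferase means less miR-122 activity so hits act as miR-122 inhibitors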
* marks the source's active call; other numbers are inactive results. An excerpt. The share of hits here may be higher or lower than overall.

miR-122 sensor	molecule
4.6	COc1ccccc1NC1C=CS(=O)(=O)C1 (configuration not stated)
-4.3	O=C(Nc1cccc(F)c1)C1CCN(c2nnnn2-c2ccccc2)CC1
-4.2	c1ccc2c(CNCCN3CCOCC3)cccc2c1
-2.2	C/C(=N\NC(=O)C1CC1c1ccccc1)c1cccc([N+](=O)[O-])c1 (configuration not stated)
-8.7	O=c1cc(CSc2nnnn2-c2ccccc2)nc2scc(-c3ccccc3)n12
3.7	O=C(CSc1nnc(C2CCCCC2)o1)N1CCCCC1
-2.8	CC(=O)Nc1ccc(C(=O)N/N=C/c2ccccc2OC(=O)c2ccc(Cl)cc2)cc1
53.1	CCOC(=O)C1=C(C)N2C(=C(C#N)[C@@H]1c1ccc(C(=O)OC)cc1)SC[C@@]2(O)C(C)(C)C
4.9	COC(=O)c1c(NS(=O)(=O)Cc2ccccc2)sc2c1CCCC2
-1.7	Cc1[nH]c2ccccc2c1C(=O)COC(=O)C1CC(=O)N(Cc2ccco2)C1 (configuration not stated)
1.7	N#Cc1nc(COc2ccc(-c3ccccc3)cc2)oc1NCc1cccnc1
2.1	CCC(C)C(N)C1=NC(C(=O)N[C@@H](CC(C)C)C(=O)N[C@H](CCC(=O)[O-])C(=O)N[C@H](C(=O)N[C@H]2CCCCNC(=O)[C@H](CC(N)=O)NC(=O)[C@@H](CC(=O)[O-])NC(=O)[C@H](Cc3cnc[nH]3)NC(=O)[C@@H](Cc3ccccc3)NC(=O)[C@H]([C@@H](C)CC)NC(=O)[C@@H](CCCN)NC2=O)[C@@H](C)CC)CS1.[Zn+2] (some centres not stated)
1.2	O=C1NCCCc2nc(Oc3ccccc3)sc21
-0.5	CN1CCc2nc(NC(=O)c3cccc(OC(F)F)c3)sc2C1
1.6	CCc1ccc(N(C(=O)CCC(=O)Nc2cc(C)on2)C(C(=O)NC2CCCC2)c2ccco2)cc1 (configuration not stated)
-3.6	Cc1sc(-c2ccncc2)nc1OC(=O)c1ccccc1
-5.0	CCCOc1ccc(C(=O)C(CN2CCOCC2)c2ccccc2)cc1 (configuration not stated)
0.6	N#CC(C(=O)OC1CCCCC1)c1nc2ccccc2nc1N1CCOCC1 (configuration not stated)
7.8	COc1ccc(OC)c(C2C(C#N)=C(N)Oc3c2c(C)nn3-c2ccc(C)cc2)c1 (configuration not stated)
-7.9	CCC(=O)C1CCCN(C(=O)c2cccc(OC3CCN(S(C)(=O)=O)CC3)c2)C1 (configuration not stated)
-6.4	N/C(=N\OC(=O)COc1ccccc1Cl)c1ccc(Cl)cc1
-3.5	CCOC(=O)c1ccc(NC(=O)CCn2nnc3ccccc32)cc1
-8.2	O=C(C1CCN(S(=O)(=O)c2ccc3ccccc3c2)CC1)N1CCN(c2ncccn2)CC1
-5.5	Cc1ccc(OCCCC(=O)N2CCOCC2)cc1
4.5	COc1ccccc1CNC(=O)Nc1cccs1
1.7	Cc1sc2nc(SCC(=O)NCc3ccco3)n(CCc3ccccc3)c(=O)c2c1C
0.3	COc1ccc(CN2CCN(c3cccc(C)c3C)CC2)cc1OC
-2.3	NC(=O)C1CCN(CCC(=O)Nc2cccc(Cl)c2)CC1
2.2	COc1ccc(OCc2nc(N)nc(Nc3ccccc3)n2)cc1
-1.0	CCc1cccc(C)c1NC(=O)CSc1nnc(CCCOc2ccc(Cl)cc2Cl)n1C
-1.6	O=C(c1ccco1)N1CCN(C(c2ccccc2F)c2nnnn2CC2CCCO2)CC1 (configuration not stated)
-4.5	CCOc1ccccc1-c1cc(-c2ccc(OC)cc2)nc2c1c(=O)n(C)c(=O)n2C
3.2	CN(C)CCCN(C(=O)c1cc2ccccc2oc1=O)c1nc2ccc(F)cc2s1
-4.9	CCc1nnc(NS(=O)(=O)c2ccc(N=Cc3c(C)[nH]n(-c4ccc(C)cc4)c3=O)cc2)s1
0.3	Cc1onc(-c2c(F)cccc2Cl)c1C(=O)Nc1sc2c(c1C#N)CCC(C(C)(C)C)C2 (configuration not stated)
-19.9	O=C(NN1CCOCC1)c1cccc2ccccc12
0.8	O=c1cc(N2CCN(Cc3ccccc3)CC2)[nH]c(=O)n1Cc1ccc(F)cc1
10.0	COc1cccc(CNc2nc3ccccc3n2CCN2CCCCC2)c1OC
0.8	CCOC(=O)c1ccc2c(c1)nc(SCC(=O)N1CCCCC1)n2CC
3.3	CC1Cc2ccccc2N1S(=O)(=O)c1cccc2nsnc12 (configuration not stated)

Arranged by the number under miR-122 sensor (lowest first): five from the list above
miR-122 sensor	molecule
-6.4	N/C(=N\OC(=O)COc1ccccc1Cl)c1ccc(Cl)cc1
-3.5	CCOC(=O)c1ccc(NC(=O)CCn2nnc3ccccc32)cc1
0.8	O=c1cc(N2CCN(Cc3ccccc3)CC2)[nH]c(=O)n1Cc1ccc(F)cc1
1.7	Cc1sc2nc(SCC(=O)NCc3ccco3)n(CCc3ccccc3)c(=O)c2c1C
4.5	COc1ccccc1CNC(=O)Nc1cccs1

The list goes on:
miR-122 sensor	molecule
5.7	Cn1cc(Cl)c(C(=O)Nc2cccc(Cl)c2Cl)n1
10.1	CNc1nc(C)c(C(C)=O)cc1C#N
4.9	COc1ccc(CNn2c(C)nc3ccccc3c2=O)cc1
-4.6	CN(Cc1ccc(OC(F)F)cc1)C(=O)c1ccc2nccnc2c1
-7.2	O=C1CCCc2c1[nH]c1ccc(Br)cc21
8.2	Cc1nn(-c2ccccc2)c2sc(C(=O)NC3CCCCC3)cc12
1.6	O=C(c1ccc2c(c1)OCCO2)C1CCN(S(=O)(=O)c2ccccc2F)CC1
-3.4	CCOC(=O)N1CCC(NC(=O)c2ccc3c(=O)n4c(nc3c2)CCCC4)CC1
-2.1	Cc1ccc(C(=O)N2CCC(C)CC2)cc1C
-3.8	Cc1ccc(C(=O)Nc2oc(-c3ccccc3)cc2C#N)cc1
5.8	CCOCCCNc1nc(=S)[nH]c2cc(OC)c(OC)cc12
-4.3	COc1cc(-c2nc(-c3cccc(C)c3)no2)cc(OC)c1OC
-4.0	Cn1c(N)c(C(=O)COC(=O)Cn2cc(C(F)(F)F)ccc2=O)c(=O)n(C)c1=O
2.1	O=C1c2ccccc2C(=O)N1c1ncccn1
8.9	O=c1c2c(nc3c(-c4cccc(Br)c4)c[nH]n13)CCCC2
1.7	Cc1cc(NC(=O)CSc2nc3cc4c(cc3c(=O)n2CCc2ccccc2)OCO4)no1
159.5*	CCOC(=O)CN1C(=O)C(C)(C)Oc2ccc(C(=O)Nc3ccccc3)cc21
0.7	Nc1nc(Nc2ccccc2)nc(NCc2ccco2)c1[N+](=O)[O-]
-7.1	N=c1n(Cc2ccccc2)c2ccccc2n1CC(O)c1ccco1 (configuration not stated)
0.8	CCOc1ccc(NC(=O)CSc2nnc(C34CC5CC(CC(C5)C3)C4)n2C)cc1
-2.9	O=C(OCc1ccccc1Cl)c1ccc(-n2cnnc2)cc1
-0.9	CCOC(=O)c1ccc(Nc2ncnc3ccc(C)cc23)cc1
-5.4	COc1cc(NC(=O)c2ccco2)c(OC)cc1NC(=O)Nc1ccc(Cl)cc1
-0.7	Nc1c(C(=O)c2ccccc2)oc2ccccc12
-6.0	CC1(C)C(c2cccs2)=[N+]([O-])C2(CCCCC/C2=N\O)N1O (configuration not stated)
-3.2	CCOc1cc2[nH]c(=O)n(Cc3cccc(OC)c3)c(=O)c2cc1OCC
0.7	Cc1nn(Cc2ccccc2)c(C)c1NC(=O)CSc1nc(C2CC2)nc2c1cnn2-c1ccccc1
18.6	COc1cc(C)c(Cl)cc1S(=O)(=O)N(C)C
0.6	Cc1ccc(C(=O)CC2(O)C(=O)N(Cc3ccccc3)c3ccccc32)o1 (configuration not stated)
7.5	O=C(Cc1c[nH]c2ccccc12)Nc1nc2ccccc2[nH]1
4.5	OC1CN=C2C=CC=CN2C1 (configuration not stated)
-0.8	CCOC(=O)N1CCN(C(=O)c2ccc(N3CCCC3=O)cc2)CC1
-2.5	COc1cc(NC(=O)C2CCCN2C(=O)OCc2ccccc2)cc(OC)c1 (configuration not stated)
7.1	O=C(CSc1nc2cc(Cl)ccc2o1)c1cccs1
-7.9	CCOC(=O)c1c(N)sc(C(N)=O)c1C
-8.3	COc1ccc(C2CC(c3ccccc3)=NN2C(=O)COC(=O)c2cnc(Cl)c(Cl)c2)cc1 (configuration not stated)
-6.6	N#Cc1cc2c(nc1SCc1ccccc1)CCCC2=O
13.1	CC(=O)N1CCCc2cc(S(=O)(=O)NCCC3=CCCCC3)ccc21
-2.2	CCCC(c1nnnn1Cc1ccccc1)N1CCN(c2ccccc2OC)CC1 (configuration not stated)
14.6	COc1ccc2nc(NC(=O)C3CCN(S(=O)(=O)c4cccc5nsnc45)CC3)sc2c1
5.5	Cc1ccc(Cl)cc1N1CCN(C(=O)c2ccc(NS(=O)(=O)c3c(C)noc3C)cc2)CC1
6.4	CCN(CCO)C1CC(=O)N(c2ccccc2C)C1=O (configuration not stated)
-2.8	Cn1c(SCC(=O)N2CCc3ccccc3C2)nnc1-c1cccs1
-4.3	CC(C)=CC(=O)OCC(=O)NC(=O)NC(C)(C)C
-1.2	O=C(Nc1ccc2c(c1)OCCO2)c1cc2sccc2n1Cc1ccccc1
6.4	CCC(C)(C)n1nnnc1C(c1cc2cccc(C)c2[nH]c1=O)N1CCN(C(=O)c2ccco2)CC1 (configuration not stated)
-4.4	Cc1cc(C)cc(OCC(=O)OCC(=O)Nc2ccc(Cl)cn2)c1
-1.1	Cc1noc(C)c1CSc1nc2sc3c(c2c(=O)n1C)CCCC3
125.2*	COc1ccc(S(=O)(=O)N(CCc2ccccc2)CC(=O)N2CCOCC2)cc1
0.6	CN(C)C(=O)c1ccc2c(c1)n(C)c(=O)n2C
-1.4	CC(C)C(=O)Nc1ccc(C(=O)NNC(=O)C(c2ccccc2)c2ccccc2)cc1
3.9	CCOc1ccc(C(F)(F)F)cc1NC(C)=O
-8.5	Cc1ccsc1C(=O)Nc1ccccc1N1CCOCC1
11.8	O=C(c1csc2c1CCCC2)N1CCN(c2ccccc2)CC1
-16.7	Cc1ccc(NC2=CC(=O)C(=O)c3ccccc32)cc1
0.3	O=C1O/C(=C\C(=O)N2CCOCC2)c2ccccc21
2.2	O=CN1CCN(C(=O)c2ccccc2Cl)CC1
-0.9	O=C(CNc1ccccc1)Nc1ccc(F)cc1
-4.6	CCCC(=O)Nc1ccc(Cl)c(NC(=O)c2ccc(Br)o2)c1
-3.1	Cc1c(Nc2ncnc3c2cnn3-c2ccccc2)c(=O)n(-c2ccccc2)n1C

Some of the entries above, set out differently:
Compound	miR-122 sensor
Cc1ccc(Cl)cc1N1CCN(C(=O)c2ccc(NS(=O)(=O)c3c(C)noc3C)cc2)CC1	5.5
Cc1c(Nc2ncnc3c2cnn3-c2ccccc2)c(=O)n(-c2ccccc2)n1C	-3.1
CCCC(=O)Nc1ccc(Cl)c(NC(=O)c2ccc(Br)o2)c1	-4.6
Cc1noc(C)c1CSc1nc2sc3c(c2c(=O)n1C)CCCC3	-1.1
Cc1ccsc1C(=O)Nc1ccccc1N1CCOCC1	-8.5

More results follow.
miR-122 sensor	molecule
-3.0	O=C(O)C1C2C=CC(C2)C1C(=O)NCc1cccnc1 (configuration not stated)
-7.0	NS(=O)(=O)c1ccc(NC(=O)CN2CCN(Cc3ccccc3)CC2)cc1
-1.0	CCOC(=O)c1ccc2[nH]c(C)cc(=O)c2c1
-7.0	COc1cccc(NC(=O)CSc2nnc(Cc3cccs3)n2-c2ccc(C)cc2)c1
-10.9	O=C(Nc1ccc(-c2noc(-c3ccccc3F)n2)cc1)c1cccs1
-1.5	COc1ccc(OC)c(NC(=O)C23CCC(C)(C(=O)O2)C3(C)C)c1 (configuration not stated)
-3.9	CCOC(=O)Cn1c(-c2ccccn2)nc2ccccc21
-3.0	CCOC(=O)c1sc(NC(=S)NC(=O)c2cccc(Cl)c2)c(C(=O)OCC)c1C
-1.8	CC(=O)N1CCc2cc(S(=O)(=O)NCCC(=O)N3CCc4ccccc4C3)ccc21
-3.4	COC(=O)C1C2C=CC3(CN(CC4CCCO4)C(=O)C13)O2 (configuration not stated)
-2.5	O=C(CCc1nc2ccccc2c(=O)[nH]1)OCC(=O)c1ccc(C2CCCCC2)cc1
-9.8	CCCc1nc2ccc(NC(=O)NCCC(=O)OCC)cc2c(=O)n1Cc1ccc(Cl)cc1
4.4	CCC(=O)N1CCc2cc(Br)cc(S(=O)(=O)CC(=O)OC)c21
19.7	CCCn1nnc(NC(=O)c2cc(Br)cc(Br)c2OC)n1
-19.3	Cc1nnc(SCC(C)C)[nH]c1=O
-2.5	O=c1c([N+](=O)[O-])c(N2CCCCC2)c2ccccc2n1-c1ccccc1
1.4	COC(=O)CC1NCCNC1=O (configuration not stated)
-6.0	CCOC(=O)c1sc2nc3c(SCCC#N)cc(C(=O)c4cc(F)ccc4O)cn3c(=O)c2c1C
-0.8	COc1cc(/C=C/C(=O)c2ccc(NS(=O)(=O)c3ccc(C)cc3)cc2)ccc1OC(F)F
2.5	COCCNC(=O)COc1ncnc2ccc(Br)cc12
-1.9	CCOC(=O)c1nn(-c2ccccc2)c(=O)cc1SC(C)CC (configuration not stated)
5.6	COc1cc(C)c(C)cc1S(=O)(=O)N1CCCCC1c1cccnc1 (configuration not stated)
3.7	COc1ccc(Cn2c(CCC(=O)Nc3ccc(C)cc3)nc3cccnc32)cc1
0.3	CCOC(=O)C1CCCN(C(=O)c2ccco2)C1 (configuration not stated)
-8.3	CCn1c(SCC(=O)Nc2cc(OC)c(OC)c(OC)c2)nnc1-c1cccs1
-1.5	CCOC(=O)c1c(N)n(C2CC(C)(C)NC(C)(C)C2)c2nc3ccccc3nc12
-1.2	COc1cc2nc(C3CCC3)nc(N3CCN(c4ccccn4)CC3)c2cc1OC
9.7	O=S(=O)(/N=S1/CC=CCN1S(=O)(=O)c1ccccc1)c1ccccc1 (configuration not stated)
2.5	O=C(CSc1nnc(-c2ccncc2)n1Cc1ccccc1)NCCc1ccccc1
-1.1	CC(C)(O)C#Cc1ccc(CN2CCN(Cc3ccsc3)C(CCO)C2)s1 (configuration not stated)
-1.1	CC(C)[C@H](N)c1nnc(SCc2ccc(Cl)cc2)o1
6.8	Oc1csc(Cc2nc(-c3ccc(-c4ccccc4)cc3)cs2)n1
-7.2	COC(=O)/C(=C\c1c[nH]c2ccccc12)NC(C)=O
